High-throughput results deposited in PubChem BioAssay by several laboratories.
Bcl-xL primary: inhibitors of human Bcl-xL, primary screen, biochemical, fluorescence polarization, HTS; inhibition, % at 10.9 µM; Bcl-2-like protein 1 (Homo sapiens), Q07817; AID 2129, 2009; 320,000 compounds, 0.7% hits; GST-Bcl-xL / FITC-Bim BH3 peptide fluorescence polarization;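 active = inhibition above the mean of all tested compounds plus 3 SD, cutoff set per campaign, cut at about 30% in these data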;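 also: 0% = DMSO wells and 100% = unlabeled Bim-BH3 peptide competitor; inhibitors lower millipolarization by displacing the labeled peptide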
Target sequence (Q07817 whole entry, looked up): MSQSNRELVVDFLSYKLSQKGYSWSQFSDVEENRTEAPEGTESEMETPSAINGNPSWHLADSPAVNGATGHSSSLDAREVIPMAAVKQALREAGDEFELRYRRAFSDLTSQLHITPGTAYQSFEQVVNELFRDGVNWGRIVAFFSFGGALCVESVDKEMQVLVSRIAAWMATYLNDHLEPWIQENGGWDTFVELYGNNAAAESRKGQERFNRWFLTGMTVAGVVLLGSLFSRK
EBNA-1 inhibitor: EBNA-1 DNA-binding inhibitors, primary screen, biochemical, fluorescence polarization | AID 1950, 2009 | 300,000 compounds, 0.34% hits | inhibition, % at 14.8 µM; in the data active = inhibition above about 28%
ZTA counter: blocks Epstein-Barr virus ZTA, an EBNA-1 counter-screen | ZTA-DNA binding, fluorescence polarization | inhibition, % at 11 µM | 320,000 compounds, 0.15% hits | AID 2234; in the data active = inhibition above about 33%
GLD-1 TGE inh: GLD-1/TGE RNA complex disruptors, primary screen, biochemical, fluorescence polarization; Female germline-specific tumor suppressor gld-1 (Caenorhabditis elegans), Q17339; purified GLD-1 + fluorescein TGE RNA; inhibition, % at 5.96 µM; 320,000 compounds, 0.44% hits;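 active = percent inhibition above a per-plate cutoff, the plate mean of test compounds plus 3 SD, cut at about 30% in these data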;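 also: 0% = DMSO wells with GLD-1 and probe and 100% = wells lacking GLD-1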
CR mimetic SO: reduction of superoxide in aged yeast, primary screen, HTS | superoxide response (% of plate mean), % at 10 µM | AID 2690, 2010 | S. cerevisiae aged cells, superoxide DHE fluorescence; stronger effect = lower value | 330,000 compounds, 0.18% hits;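 active = superoxide response under a set limit, about three screen SD below normal, cut at about 65% in these data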;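 also: yeast aged for seven days with compound at 30 °C before DHE staining; 100% = average MFI of all compound-treated wells on the plate with controls excluded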
MEX-5 binding: MEX-5 zinc finger RNA-binding disruptors – biochemical, C. elegans, fluorescence polarization, MLPCN library, primary screen; Zinc finger protein mex-5 (Caenorhabditis elegans), Q9XUB2; MEX-5/FITC-TCR2 RNA binding; stronger effect = lower value; activity score (negative = inhibition of binding), % at 10 µM; 300,000 compounds, 0.38% hits; AID 1832, 2009;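 active = inhibition past about -25% in most replicates, and total fluorescence under double the plate's negative control median, limit read from the data; inconclusive = replicates evenly split on the limit, or fluorescence at least double controls; inactive = too little inhibition in most replicates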;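 also: 0% = DMSO and -100% = 5 µM competing unlabeled TCR2 RNA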
Target sequence (Q9XUB2 whole entry, looked up): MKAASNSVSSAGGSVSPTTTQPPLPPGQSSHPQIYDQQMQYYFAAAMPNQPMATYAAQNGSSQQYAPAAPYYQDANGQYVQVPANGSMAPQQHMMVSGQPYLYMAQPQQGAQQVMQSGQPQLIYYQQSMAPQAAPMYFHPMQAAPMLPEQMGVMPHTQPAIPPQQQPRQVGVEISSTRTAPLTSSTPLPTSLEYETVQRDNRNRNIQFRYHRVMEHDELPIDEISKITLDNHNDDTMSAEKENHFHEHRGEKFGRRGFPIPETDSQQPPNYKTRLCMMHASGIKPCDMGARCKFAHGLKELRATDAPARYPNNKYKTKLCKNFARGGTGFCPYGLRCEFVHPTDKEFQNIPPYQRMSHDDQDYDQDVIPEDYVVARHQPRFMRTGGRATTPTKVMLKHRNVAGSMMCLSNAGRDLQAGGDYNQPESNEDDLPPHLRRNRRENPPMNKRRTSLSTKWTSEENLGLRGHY
Efflux pump inh: inhibitors of Candida efflux pumps in yeast, primary screen, S. cerevisiae, Nile Red, multiplex; 330,000 compounds, 0.44% hits; S. cerevisiae Candida pump triplex; AID 485275, 2010; inhibition, % at 10 µM;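 active = plate passing quality check with inhibition over a set limit, or well fluorescence over plate mean plus 4 SD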;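 also: Nile Red retained in pooled yeast measured as flow cytometry median fluorescence; 0% = buffer negative control and 100% = Enniatin B positive control; higher means more Nile Red kept so more efflux inhibition; some compounds called inactive have numbers as strong as hits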
Fam108B inh: mouse Fam108B serine hydrolase inhibitors, primary screen, counter-screen for RBBP9 inhibitor project, biochemical, fluorescence polarization. AID 1947, 2009. recombinant Fam108B, FP-Rh probe fluorescence polarization. 300,000 compounds, 0.33% hits. inhibition, % at 9.51 µM;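 active = inhibition above the screen mean inhibition plus 3 SD, computed separately per campaign, cut at about 18% in these data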;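 also: inhibitors lower polarization as less probe binds the enzyme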
MCL1-BIM inh: inhibitors of MCL1 binding to BIM-BH3, primary screen, biochemical, fluorescence polarization; 320,000 compounds, 0.68% hits; inhibition, % at 10.9 µM; GST-MCL1 / FITC-Bim-BH3 fluorescence polarization; Induced myeloid leukemia cell differentiation protein Mcl-1 (Homo sapiens), Q07820;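 active = inhibition above the mean inhibition of all tested compounds plus 3 SD, set per campaign, cut at about 40% in these data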;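 also: 0% = DMSO wells and 100% = unlabeled Bim-BH3 peptide control; higher means more loss of mP so more displacement of Bim peptide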
Target sequence (Q07820 whole entry, looked up): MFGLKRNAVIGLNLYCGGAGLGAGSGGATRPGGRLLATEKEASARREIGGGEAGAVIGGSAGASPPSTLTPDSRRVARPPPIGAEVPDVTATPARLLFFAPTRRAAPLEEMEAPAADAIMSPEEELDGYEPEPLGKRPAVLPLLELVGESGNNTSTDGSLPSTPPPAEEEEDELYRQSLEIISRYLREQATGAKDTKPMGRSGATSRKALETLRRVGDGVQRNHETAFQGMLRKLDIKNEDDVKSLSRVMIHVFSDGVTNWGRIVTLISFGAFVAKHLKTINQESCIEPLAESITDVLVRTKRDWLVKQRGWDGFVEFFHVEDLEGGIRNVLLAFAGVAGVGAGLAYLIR
An asterisk follows results filed as active; i = inactive; u = inconclusive; x = no result given.

SMILES	Bcl-xL primary	EBNA-1 inhibitor	ZTA counter	GLD-1 TGE inh	CR mimetic SO	MEX-5 binding	Efflux pump inh	Fam108B inh	MCL1-BIM inh
CC1Cc2ccccc2N1C(=O)c1ccc2c(c1)nnn2C (centres undefined)	8	-1	0	2	104	-3.6	0.1	4	5
O=C(N/N=C/c1c[nH]c2ccc(Br)cc12)C1CC1	3	4	-2	-1	90	0.6	-0.1	-2	9
Cc1nnc(SCC(=O)N2CCN(S(=O)(=O)c3ccc(Cl)cc3)CC2)[nH]c1=O	2	-16	-6	-4	121	2.7	0.2	0	-5
Cc1cc(F)ccc1NS(=O)(=O)c1c(C)nc2scc(C)n2c1=O	2	-3	-18	0	101	0.0	0.2	2	5
Cc1cc(C)nc(SCc2nnc(SCC(=O)Nc3cc(C(F)(F)F)ccc3Cl)o2)n1	4	8	-10	2	94	-0.3	-0.2	-4	4
CC(=O)c1cccc(NC(=O)COC(=O)c2cccc(N3C(=O)c4ccccc4C3=O)c2)c1	-2	4	9	0	94	0.5	0.1	-4	-8
COC(=O)c1ccc(COC(=O)c2ccc(SC)cc2OC)cc1	5	4	-4	4	96	1.0	0.0	-1	0
CCOc1ccccc1NC(=O)c1ccccc1-c1nc(-c2ccccc2)no1	7	-14	11	-6	95	0.0	0.2	-1	2
COc1ccc2nc(N=NC3=C(O)CC(C)(C)CC3=O)sc2c1	2	5	-7	3	89	-1.0	-0.1	3	2
COc1cc(/C=C/C(=O)c2ccc(C)cc2)ccc1OCC#N	-2	-13	-31	2	91	3.3	-0.1	-5	5
COc1ccc(NC(=S)N(CCc2ccc(OC)c(OC)c2)Cc2ccccn2)cc1	4	-11	-7	0	104	0.4	-0.1	0	9
Cc1cc(=O)oc2ccc(OCC(=O)N3CCc4ccccc43)cc12	-2	-6	-3	4	97	0.3	0.0	4	3
CCOc1ccc(NC(=S)Nc2cc(C)[nH]n2)cc1	-22	-2	8	1	93	-1.5	-0.1	0	-14
COc1ccccc1NC(=O)c1ccc2c(c1)nnn2C	2	6	-9	11	106	-0.1	-0.1	11	8
CN(C)c1ccc(CNC(=O)c2cc(S(=O)(=O)N3CCCC3)cn2C)cc1	0	4	14	0	86	-0.3	0.1	-6	1
Cc1ccc(-c2nc(-c3cccnc3)no2)c(C)c1	9	-10	3	-8	95	1.0	0.1	-3	6
COc1cc(CNCc2ccc(OC)cc2OC)cc(OC)c1	-4	10	11	4	97	1.5	0.0	6	1
Cc1ccc(C(=O)N/C(=C\c2ccccc2)C(=O)NCCN2CCOCC2)cc1	2	-2	-6	-7	81	-1.2	0.2	-2	2
COc1ccc(C2CC(c3ccccc3)Nc3ncnn32)cc1 (centres undefined)	3	-1	-1	4	103	0.5	-0.1	-1	1
COc1ccc(NC(=O)N2CCN(c3ccc([N+](=O)[O-])cc3)CC2)cc1OC	-3	1	5	4	93	-1.4	0.0	-1	2
CCOC(=O)C1CCN(S(=O)(=O)c2ccc(-c3nc4ccccc4s3)s2)CC1	0	2	-2	3	99	0.6	0.0	-6	-5
C=COC(=O)c1sc2nc(C)cc(C)c2c1N	1	0	9	5	100	-1.4	0.0	1	-4
Cc1cc(C)cc(OC(=O)CS(=O)c2ccc(C(F)(F)F)cc2[N+](=O)[O-])c1 (centres undefined)	3	-1	-12	4	i	1.2	-0.1	-4	12
Cc1ccc(-n2nc(-c3cccnc3)cc2C(=O)N2CCOCC2)c(C)c1	7	1	0	-3	99	-0.3	0.0	1	9

Gathered by group, those above containing a Cl atom (2)
SMILES	Bcl-xL primary	EBNA-1 inhibitor	ZTA counter	GLD-1 TGE inh	CR mimetic SO	MEX-5 binding	Efflux pump inh	Fam108B inh	MCL1-BIM inh
Cc1nnc(SCC(=O)N2CCN(S(=O)(=O)c3ccc(Cl)cc3)CC2)[nH]c1=O	2	-16	-6	-4	121	2.7	0.2	0	-5
Cc1cc(C)nc(SCc2nnc(SCC(=O)Nc3cc(C(F)(F)F)ccc3Cl)o2)n1	4	8	-10	2	94	-0.3	-0.2	-4	4

Next section
SMILES	Bcl-xL primary	EBNA-1 inhibitor	ZTA counter	GLD-1 TGE inh	CR mimetic SO	MEX-5 binding	Efflux pump inh	Fam108B inh	MCL1-BIM inh
O=C(CSc1ccc(Cl)cc1)Nc1ncccn1	5	-12	-24	5	129	0.2	-0.3	1	9
CN(C)S(=O)(=O)c1ccc(NC(=O)N2CCN(c3cccc(C(F)(F)F)c3)CC2)cc1	6	2	21	3	98	-0.1	0.0	3	5
Cc1ccc(C)c(Cn2c(=O)n(CCC(=O)NCc3ccco3)c(=O)c3ccccc32)c1	0	10	14	-1	109	-2.0	0.2	-13	1
CN(C)c1cccc(C(=O)OC(C(=O)Nc2ccc(Cl)cc2C(F)(F)F)c2ccccc2)c1 (centres undefined)	-2	5	-2	2	87	-8.6	-0.3	1	-1
Cc1ccc(S(=O)(=O)N2C(=O)CCC2C(=O)O/N=C(\N)c2ccccc2)cc1 (centres undefined)	7	-11	-8	-1	93	-1.5	-0.1	2	11
O=C(c1ccc(Cl)c(Cl)c1)N1CCOCC1	-2	1	5	1	102	-2.8	-0.2	7	0
NC(=O)c1ccc(NCCc2ccccc2)c([N+](=O)[O-])c1	10	-15	8	-4	134	-1.9	-0.1	3	12
CSc1sc(-c2nnc(SCC(=O)Nc3ccc(Cl)cc3)n2C)c2c1C=CCC2	1	11	-2	-5	77	-1.2	-0.1	1	-1
CCN1CCN(C(=O)Nc2cc(Cl)ccc2OC)CC1	0	-5	-6	-1	95	1.0	0.0	0	-1
C/C(=N\NC1=N[C@H]2CS(=O)(=O)C[C@H]2S1)c1ccccc1	1	3	4	-1	95	1.9	-0.1	2	-3
O=C(CC12CC3CC(CC(C3)C1)C2)Nc1nncs1	4	6	7	5	108	-1.3	-0.1	-1	10
CCOC(=O)C1=C(COC(=O)/C=C/c2cc(OC)c(OC)c(OC)c2)NC(=O)NC1C (centres undefined)	4	13	-5	-1	101	0.5	-0.1	4	2

3 entries from above, sorted by the value under MCL1-BIM inh, high to low.
canonical_smiles | MCL1-BIM inh
O=C(CSc1ccc(Cl)cc1)Nc1ncccn1 | 9
COc1ccc(C2CC(c3ccccc3)Nc3ncnn32)cc1 (centres undefined) | 1
CSc1sc(-c2nnc(SCC(=O)Nc3ccc(Cl)cc3)n2C)c2c1C=CCC2 | -1

The list goes on.
SMILES	Bcl-xL primary	EBNA-1 inhibitor	ZTA counter	GLD-1 TGE inh	CR mimetic SO	MEX-5 binding	Efflux pump inh	Fam108B inh	MCL1-BIM inh
CCOC(=O)c1ccc(-n2c(C)nc3c(cnn3-c3ccccc3C)c2=O)cc1	8	-5	-1	-3	108	-1.2	-0.2	0	7
COc1ccc(N(C(=O)c2snc(C(N)=O)c2N)C(C(=O)NC2CCCC2)c2ccc(F)cc2)c(OC)c1 (centres undefined)	5	-6	-22	0	98	-0.3	0.2	-1	-2
O=C(NCCN1CCOCC1)c1ccc(CSc2nc3ccncc3n2Cc2ccc(F)cc2)cc1	2	-1	18	10	80	1.5	0.0	2	8
Cn1c(NCC(O)c2ccccc2)nc2c1c(=O)n(Cc1ccc(Cl)cc1)c(=O)n2C (centres undefined)	11	0	2	5	83	1.3	-0.2	6	3
Cc1ccc(C(=O)c2nc(C(=O)NCCO)nc3ccccc23)cc1	3	x	-13	-4	110	x	-0.3	x	-3
FC(F)Oc1ccc(-c2c[n+]3c(n2-c2ccccc2)CCCCC3)cc1	7	0	3	3	108	1.3	0.1	2	4
O=C(c1cccc(COc2ccc(Cl)cc2Cl)c1)N1CCN(c2ccccn2)CC1	3	-17	7	4	110	-3.3	0.8	-2	0
O=C(Nc1oc2ccc(Cl)cc2c(=O)c1-c1ccc(F)cc1)c1ccco1	6	1	10	-1	101	1.7	0.1	0	4
CC(=O)N1N=C2/C(=C/c3ccccc3)CCCC2C1c1ccccc1 (centres undefined)	6	-6	-6	-1	114	1.4	-0.1	3	6
Nc1cc(C(=O)O)ccc1Nc1ccc(F)c(F)c1	22	9	7	4	87	x	0.0	-1	23
CC(C)c1ccc(S(=O)(=O)N2CCN(C(C)C(=O)N3CCCC3)CC2)cc1 (centres undefined)	1	x	1	3	85	x	0.0	x	2
CCCCCOc1ccc(C(=O)N(Cc2ccco2)C2CCS(=O)(=O)C2)cc1 (centres undefined)	-2	6	-4	5	103	-0.7	0.1	0	4

Compound profiles (already shown).
Shown for O=C(Nc1oc2ccc(Cl)cc2c(=O)c1-c1ccc(F)cc1)c1ccco1 : Bcl-xL primary = 6; EBNA-1 inhibitor = 1; ZTA counter = 10; GLD-1 TGE inh = -1; CR mimetic SO = 101; MEX-5 binding = 1.7; Efflux pump inh = 0.1; Fam108B inh = 0; MCL1-BIM inh = 4
Shown for CCCCCOc1ccc(C(=O)N(Cc2ccco2)C2CCS(=O)(=O)C2)cc1 (centres undefined) : Bcl-xL primary = -2; EBNA-1 inhibitor = 6; ZTA counter = -4; GLD-1 TGE inh = 5; CR mimetic SO = 103; MEX-5 binding = -0.7; Efflux pump inh = 0.1; Fam108B inh = 0; MCL1-BIM inh = 4

More entries
SMILES	Bcl-xL primary	EBNA-1 inhibitor	ZTA counter	GLD-1 TGE inh	CR mimetic SO	MEX-5 binding	Efflux pump inh	Fam108B inh	MCL1-BIM inh
CCOc1ccc(S(=O)(=O)N2CCN(C(=S)NCc3ccco3)CC2)cc1	5	-11	-5	4	109	-7.9	0.0	3	10
N=C1c2ccccc2CN1NC(=O)CC12CC3CC(CC(C3)C1)C2	0	-5	-3	2	56*	u	0.4	3	-2
COc1ccc(CCn2c(C)c(C(C)=O)c3cc(OC(=O)c4ccco4)ccc32)cc1OC	4	8	4	4	95	-1.0	0.2	-1	1
COc1ccc(Cl)c(NC(=O)Cn2nnc(-c3ccccc3N)n2)c1	2	9	-1	1	91	1.9	-0.1	3	6
CCN1CCN(C(=O)c2cn(CCOC)c(=O)c3c2c2ccccc2n3C)CC1	4	-1	14	3	96	3.4	-0.3	-3	-5
CCN(CC)C(=O)C(C)OC(=O)COc1ccc(Cl)cc1Cl (centres undefined)	2	-2	-14	3	101	0.5	-1.5	2	2
Cc1cc(-c2cccc(Br)c2)c(C#N)c(N)n1	7	-2	17	6	126	0.3	-0.1	-2	5
COc1cc(OC)c(NC(=O)c2ccco2)cc1Cl	2	-4	1	-4	79	1.4	0.2	1	6
CCCC[C@H](CC(=O)c1ccccc1)[C@@H](OC(C)=O)C(=O)Oc1c(C(C)C)cccc1C(C)C	6	x	3	1	82	x	-0.1	x	5
O=C(CN1CC[n+]2c(-c3cccs3)csc21)c1ccc(Br)cc1	11	-6	-14	2	95	-6.5	0.1	3	21

An excerpt of these results, with bars between the fields:
smiles | Bcl-xL primary | EBNA-1 inhibitor | ZTA counter | GLD-1 TGE inh | CR mimetic SO | MEX-5 binding | Efflux pump inh | Fam108B inh | MCL1-BIM inh
Cc1nnc(SCC(=O)N2CCN(S(=O)(=O)c3ccc(Cl)cc3)CC2)[nH]c1=O | 2 | -16 | -6 | -4 | 121 | 2.7 | 0.2 | 0 | -5
COc1ccc(NC(=O)N2CCN(c3ccc([N+](=O)[O-])cc3)CC2)cc1OC | -3 | 1 | 5 | 4 | 93 | -1.4 | 0.0 | -1 | 2
